Cneo AK release: Cryptococcus neoformans cell lysis inducers, primary screen, AK release luminescence, single concentration; C. neoformans lysis, adenylate kinase release luminescence, 4 h; normalised: neutral wells 0, clomiphene wells 100; lysis activity, % at 15 µM; hit rate 0.2% among 360,000;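 active means mean lysis activity across replicates of at least 80%, whatever share of replicates individually reach that level; inactive means mean lysis activity below 80%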
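Test system: log-phase Cryptococcus neoformans yeast cells; Quantity: yeast cell density of 5 × 10^6 cells/mL; Buffer or medium: YPD; Doses: single compound concentration per well; Timing: 4 h at 37 °C static, read 1 h later; Measured by: AK luminescence; Read-out basis: lysis from increased AK signal; Control set: Clomiphene as positive control.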
S100A4 MyoIIA: inhibitors of S100A4-myosin IIA peptide binding, primary screen, biochemical, fluorescence polarization, TAMRA-MyoIIA peptide; Protein S100-A4 (Homo sapiens), P26447; inhibition, % at 10.7 µM; hit rate 0.14% among 360,000; AID 652163, 2013;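 active means mean inhibition of at least 70% across replicates, with every replicate also reaching that level; inconclusive means mean inhibition reaches 70% but some replicates fall short; inactive means mean inhibition below 70%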
Target sequence (P26447 whole entry, looked up): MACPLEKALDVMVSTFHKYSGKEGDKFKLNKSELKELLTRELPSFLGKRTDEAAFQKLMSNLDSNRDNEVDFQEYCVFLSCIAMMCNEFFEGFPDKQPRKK
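Test system: S100A4 monomer protein; Medium: HEPES pH 7.2 with CaCl2, KCl, NaCl, DTT, Triton; Probe or stimulus: TAMRA-labelled myosin IIA heavy-chain peptide probe, 5 nM; Doses: one dose per compound; Times: polarization read 5 min after assay mix addition, stable 5–60 min; Benchmarks: neutral control DMSO, positive control TFP.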
SIRT5 block: SIRT5 desuccinylase inhibitors, primary screen, biochemical, fluorescence imaging, single point, set 5; Purified SirT5, succinyl-peptide AMC, trypsin-coupled fluorescence; inhibition, % at 15 µM; hit rate 1.1% among 330,000; AID 652115, 2013; in the data active means inhibition above about 15%; inconclusive means no clear call, values can overlap the other calls
Statin myotox sup: suppressors of statin myotoxicity in C2C12 myotubes, primary screen, cell-based, single point, plate reader; C2C12 myotubes + simvastatin, ATP luminescence, 48 h; scaled: DMSO 0, geranylgeraniol control 100; rescue of ATP level, % at 7.49 µM; hit rate 0.78% among 330,000;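 active means mean ATP rescue above about 67%, or every replicate alone reaching that limit, limit read from the data, passing the limit was not always enough; inconclusive means no clear call, values can overlap the other calls; inactive means mean under the limit and some replicate under it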;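 further: myotubes were challenged with 10 µM simvastatin during compound exposure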
ERAP1 inh: human ERAP1 aminopeptidase inhibitors, primary screen, biochemical, single point, plate reader | recombinant ERAP1, Leu-AMC fluorescence, 60 min | inhibition, % at 10.7 µM | hit rate 0.15% among 340,000;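 active means mean replicate inhibition of at least 30%, or all replicates individually reaching that 30% level; inactive means mean below 30% and not every replicate reaching it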;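 further: 0% = neutral control wells and 100% = L-leucinethiol positive control wells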
Target sequence (Q9NZ08 whole entry, looked up): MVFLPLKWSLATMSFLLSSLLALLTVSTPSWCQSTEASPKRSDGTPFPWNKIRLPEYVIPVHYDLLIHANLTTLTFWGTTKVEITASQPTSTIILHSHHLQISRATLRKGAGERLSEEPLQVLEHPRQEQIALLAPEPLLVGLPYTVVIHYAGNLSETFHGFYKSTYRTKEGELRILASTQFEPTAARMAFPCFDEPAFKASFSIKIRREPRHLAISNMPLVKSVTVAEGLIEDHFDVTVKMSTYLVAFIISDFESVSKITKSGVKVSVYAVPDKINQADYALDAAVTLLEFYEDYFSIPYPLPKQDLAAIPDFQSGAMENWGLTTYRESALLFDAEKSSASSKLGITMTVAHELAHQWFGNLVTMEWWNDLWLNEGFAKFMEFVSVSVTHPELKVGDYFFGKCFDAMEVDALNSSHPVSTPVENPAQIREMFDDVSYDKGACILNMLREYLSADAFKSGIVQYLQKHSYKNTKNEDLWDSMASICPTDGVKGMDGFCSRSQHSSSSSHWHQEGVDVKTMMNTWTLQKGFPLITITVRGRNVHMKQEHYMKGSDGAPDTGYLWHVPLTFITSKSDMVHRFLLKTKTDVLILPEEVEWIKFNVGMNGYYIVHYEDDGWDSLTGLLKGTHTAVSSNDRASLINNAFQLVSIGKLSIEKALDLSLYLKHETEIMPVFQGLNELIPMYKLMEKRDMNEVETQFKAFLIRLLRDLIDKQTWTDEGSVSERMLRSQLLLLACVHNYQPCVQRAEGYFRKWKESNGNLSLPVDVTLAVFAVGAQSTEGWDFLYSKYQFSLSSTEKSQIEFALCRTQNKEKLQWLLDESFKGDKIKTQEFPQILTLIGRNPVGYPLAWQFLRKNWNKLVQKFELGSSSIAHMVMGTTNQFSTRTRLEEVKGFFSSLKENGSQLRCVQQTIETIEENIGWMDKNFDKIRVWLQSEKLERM
XiGFP reactiv: activators of inactive X chromosome reactivation, primary screen, imaging, XiGFP fibroblasts, GFP high-content imaging, set 2; hit rate 0.055% among 360,000; activation, % at 7.58 µM; XiGFP mouse fibroblasts, % GFP-positive cells imaging, 3 d; cells co-treated with 5-aza-dC sensitizer; scaled so ellipticine positive control = 100%; AID 743238, 2013;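 active means mean normalized replicate activation at least 10% and every replicate at or above 10%; inconclusive means only one of the two criteria met; inactive means mean below 10% and not all replicates reach 10%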;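 further: 0% = median of on-plate neutral control wells and 100% = ellipticine 6 µM median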
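Material: XiGFP fibroblasts, SV40-immortalized; Buffer or medium: DMEM containing 5-aza-dC; Compound dosing: single point; Times: 3 days compound exposure.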
LGR2 antag: inhibitors of bursicon-induced LGR2 CRE-luciferase signal, primary screen, cell-based, HEK293, CRE-luciferase reporter, bursicon stimulation; Drosophila bursicon receptor LGR2 (rickets); bursicon-stimulated, 4 h; inhibition, % at 9.99 µM; hit rate 0.35% among 380,000; AID 720647, 2013;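 active means drop in luminescence signal, shown as inhibition above about 50% in the replicate tests, limit read from the data, passing the limit was not always enough; inconclusive means probably only some replicates passing the limit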;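 further: agonist challenge used bursicon conditioned medium at about half maximal strength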
PGC1a acetyl inh: inhibitors of PGC1a acetylation signal, primary screen, cell-based, U2OS, AlphaScreen, inhibitor mode | AID 651687, 2012 | inhibition, % at 15.6 µM | hit rate 0.17% among 350,000 | AlphaScreen anti-acetyl-lysine; with virally co-expressed GCN5 acetyltransferase;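 active means every replicate shows inhibition of at least 40%; inconclusive means mean inhibition at least 40% but some replicate below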;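 further: 0% = neutral control wells and 100% = positive control wells; some results beyond the cut were filed as inactive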
Starred values were filed as active, the others as inactive; ? = inconclusive; nt = no result given. These rows are one share of the data (hit frequency here may not be typical).

SMILES	Cneo AK release	S100A4 MyoIIA	SIRT5 block	Statin myotox sup	ERAP1 inh	XiGFP reactiv	LGR2 antag	PGC1a acetyl inh
O=C(CCSc1ccccc1)NC(=O)COC(=O)C1CCCCC1	nt	3	nt	nt	nt	0.0	-10	0
Cc1noc(C)c1S(=O)(=O)N(C)C[C@H]1OCCCC[C@@H](C)Oc2ccc(NC(=O)CCC(F)(F)F)cc2C(=O)N([C@H](C)CO)C[C@@H]1C	-1	nt	nt	18	nt	0.0	-12	10
O=[N+]([O-])c1ccc(-c2nnc(CNC3CCCC3)o2)cc1	4	-3	2	-7	18	-0.2	-25	15
CCCOc1ccccc1N/C(N)=N/c1nc(C)cc(C)n1	nt	-3	0	nt	16	0.0	-8	nt
CC(C)NC(=O)Nc1ccc2c(c1)CC(=O)N([C@H](C)CO)C[C@@H](C)[C@@H](CN(C)Cc1ccccc1)O2	-2	4	0	13	0	0.0	5	-1
CCc1cc(C(=O)OC)c(NC(=O)c2cc(Br)cs2)s1	5	4	0	nt	3	nt	-1	-1
CCn1cc(CNC(=O)c2cccc([N+](=O)[O-])c2)cn1	-1	-7	-2	nt	5	0.6	2	13
COc1ccc(NC(=O)COC(=O)CCCC2=NS(=O)(=O)c3ccccc3N2)cc1	-8	3	-1	-4	1	0.1	-5	-3
CCOC(=O)C1=C(N)OC(CCl)=C(C#N)C1c1ccsc1 (stereo not drawn)	0	nt	nt	nt	nt	0.3	1	-18
CC(C)(C)c1ccc(/C=C/C(=O)O)s1	-1	-4	-2	-2	5	0.1	nt	nt
CCN1C(=O)c2cccc3c(S(=O)(=O)N(C(=O)c4cccnc4)c4ccc(OC)cc4)ccc1c23	0	nt	nt	2	nt	0.0	27	nt
O=C(C[C@H]1C[C@@H]2c3cc(NC(=O)NC4CCCC4)ccc3O[C@@H]2[C@H](CO)O1)NCc1ccccc1F	-1	2	0	2	0	0.2	-1	5
CO[C@@H]1CN(C)C(=O)c2cc(NC(=O)CC(F)(F)F)ccc2OC[C@@H](C)N(C(=O)C2CCOCC2)C[C@H]1C	-6	nt	nt	-8	nt	0.0	-7	16
C[C@H]1CN([C@@H](C)CO)C(=O)c2cc(C#CCN(C)C)cnc2O[C@H]1CN(C)Cc1cccc(C(=O)O)c1	-2	66	nt	-28	-3	0.4	10	7
COCCCNC(=S)N/N=C/c1ccc(N(C)C)cc1	nt	1	-26	nt	-2	-0.8	-84	nt
C[C@H]1CN([C@@H](C)CO)C(=O)c2cc(-c3ccc(F)cc3)cnc2O[C@@H]1CN(C)C(=O)C1CCC1	0	1	-3	5	-5	-0.8	-15	-14
O=C(CN1CCCC1)N1c2ccccc2Sc2ccc(Cl)cc21	-1	5	1	2	0	0.4	-4	nt
CC1CCCC(C)N1C(=O)Cn1cnc2cc([N+](=O)[O-])ccc2c1=O (stereo not drawn)	nt	-3	-1	nt	0	0.0	-12	nt
O=C(C[C@H]1C=C[C@H](NC(=O)c2ccc3c(c2)OCO3)[C@@H](CO)O1)NC1Cc2ccccc2C1	-6	5	1	6	0	0.4	8	4
Cc1ccn2cc(CC(=O)O)nc2c1	0	8	-4	-2	13	-0.1	7	6
Cc1nc2ccccc2c(=O)n1Cc1ccc([N+](=O)[O-])cc1	-2	2	-5	-13	12	0.0	1	3
CN1CCc2c(sc(NC(=O)c3ccc(S(=O)(=O)N4CCc5ccccc54)cc3)c2C(N)=O)C1	nt	-3	-2	nt	11	?	33	nt
COc1ccc(NC(=O)N(C)C[C@@H]2OCc3ccccc3-c3c(n(C)c4ccccc34)C(=O)N([C@H](C)CO)C[C@@H]2C)cc1	nt	-1	-1	nt	-8	1.0	nt	-5
CC1(C(=O)NS(=O)(=O)c2cccc(F)c2)CCN1C(=O)Cc1ccc(-c2ccccc2)cc1 (stereo not drawn)	1	-1	-1	-1	0	0.5	-10	nt
Cc1ccc(Nc2nc(=O)c3cc([N+](=O)[O-])ccc3s2)cc1	nt	8	-4	nt	nt	-0.1	-15	nt
Continuation:
SMILES	Cneo AK release	S100A4 MyoIIA	SIRT5 block	Statin myotox sup	ERAP1 inh	XiGFP reactiv	LGR2 antag	PGC1a acetyl inh
CCC(C)NC(=O)CC(c1ccccc1)c1cc(C)ccc1O (stereo not drawn)	0	-2	2	-3	-1	0.0	4	-7
COc1ccc(CN2C(=O)CN(S(C)(=O)=O)CC2(C)C(=O)Nc2c(C)cccc2C)cc1OC (stereo not drawn)	nt	-4	-3	nt	-5	-0.1	1	nt
COCCn1nnnc1C(c1ccc(Cl)cc1)N1CCN(C(=O)c2ccco2)CC1 (stereo not drawn)	-4	3	2	-8	4	0.1	11	nt
Cc1noc(C)c1NC(=O)Nc1cccc2c1O[C@@H](CN(C)C(=O)Nc1ccc(C(F)(F)F)cc1)[C@@H](C)CN([C@@H](C)CO)C2=O	0	-2	-5	-13	2	-1.0	-15	-10
COc1ccc(S(=O)(=O)Nc2c(C)nn(C)c2C)cc1Br	1	0	-1	11	-2	0.0	-9	-3
Cc1ccc(C(=O)NNC(=O)Cn2nnc3ccccc32)cc1	-2	0	1	3	-4	0.0	-7	10
COc1ccc(NC(=O)Nc2cccc3c2O[C@@H](CN(C)Cc2ccc(Oc4ccccc4)cc2)[C@@H](C)CN([C@H](C)CO)C3=O)cc1	0	2	-1	?	-1	0.8	nt	2
COc1cccc(CN2CC3(C2)CN(C(=O)Nc2ccc(F)cc2)[C@@H](CO)c2c3c3ccc(OC)cc3n2C)c1	nt	4	2	nt	4	-0.1	2	nt
O=C(/C=C/c1ccc2c(c1)OCCO2)c1ccccc1	-9	-6	1	nt	nt	0.0	-18	-16
NC(Cc1ccc(C(F)(F)F)cc1)c1csc(NC(=O)Nc2ccccc2Cl)n1 (stereo not drawn)	-1	0	-2	-6	-4	0.1	10	-6
CC1=C(C)C(O)N(Cc2ccccc2)C1=O (stereo not drawn)	2	-11	0	36	-4	0.0	3	-3
CCc1nccn1S(=O)(=O)c1ccc2ccccc2c1	1	nt	nt	1	nt	nt	-22	6
C=C1CC(Cn2cc(Br)c(=O)[nH]c2=O)(c2ccc(-c3ccccc3)cc2)OC1=O (stereo not drawn)	nt	-4	-4	nt	1	0.0	76*	nt
O=C(NCc1ccccc1Cl)C(=O)NCC1OCCN1S(=O)(=O)c1ccc(F)cc1 (stereo not drawn)	4	0	-1	2	-3	0.0	-18	nt
O=S(=O)(N[C@@H]1CC[C@H](CCn2cc(-c3cccc(F)c3)nn2)O[C@@H]1CO)c1ccc(F)cc1	-2	57	0	9	-1	0.1	-16	-10
CCN1[C@@H]2Cn3c(ccc(-c4cccnc4)c3=O)[C@H]1[C@@H](C(=O)NC1CCCCC1)[C@@H]2CO	0	-4	-2	6	-3	0.0	8	1
COc1cc2c(cc1OC)CN(C(=O)c1oc3ccccc3c1C)CC2	nt	2	2	-1	-1	0.6	-6	-21
CCCCOP(=O)(OCCCC)C1(C)CC(=O)CC(C)(C)C1 (stereo not drawn)	-1	1	4	-9	0	0.1	-9	-4
COCC#Cc1ccc2c(c1)O[C@@H](CN(C)CC1CC1)[C@@H](C)CN([C@H](C)CO)S2(=O)=O	-13	1	-2	-7	0	-1.0	9	4
C[C@H]1CN([C@@H](C)CO)C(=O)c2cccc(NS(=O)(=O)c3ccc(Cl)cc3)c2O[C@@H]1CN(C)Cc1ccc(C(=O)O)cc1	55	-5	2	nt	2	-0.2	-11	2
Cc1cccc(NC(=O)c2ccccc2NC(=O)C2CCCCC2)c1C	5	-4	0	19	1	nt	3	-4
O=C(NCC1CCCO1)c1nn2c(C(F)(F)F)cc(-c3ccc(Br)o3)nc2c1Br (stereo not drawn)	1	6	-3	-28	-2	0.0	-19	-4
CO[C@@H]1CN(C)C(=O)c2cc(NC(=O)C3CCCC3)ccc2OC[C@@H](C)N(C(C)=O)C[C@@H]1C	-3	nt	nt	-2	nt	0.1	2	nt
COc1cc(Br)c(CC(=O)NC2CC2)cc1OC	-1	-1	-21	6	-4	0.0	13	nt
COc1ccc(C)cc1NC(=O)c1sc2ncnc(N3CCN(c4ccccn4)CC3)c2c1C	-1	-2	-1	-2	-7	0.1	4	-8
Later entries
SMILES	Cneo AK release	S100A4 MyoIIA	SIRT5 block	Statin myotox sup	ERAP1 inh	XiGFP reactiv	LGR2 antag	PGC1a acetyl inh
CCOc1ccc(NC(=O)C2CCN(S(C)(=O)=O)CC2)cc1	-1	-1	1	0	-1	0.0	0	nt
O=C(N[C@@H]1c2ccccc2CC[C@@H]1OCc1ccccc1)c1ccc(C(F)(F)F)cc1	-2	-6	-4	-23	11	0.6	-6	5
CCC(=O)N(C)C[C@@H]1Oc2ncc(C#Cc3ccncc3)cc2C(=O)N([C@H](C)CO)C[C@@H]1C	1	17	-23	-6	2	-1.3	-15	-2
O=S(=O)(c1ccccc1)C(/C=N\O)/C=C/c1ccccc1 (stereo not drawn)	nt	-4	2	nt	4	0.0	-4	nt
C[C@H]1CN([C@@H](C)CO)C(=O)c2cc(C#CC3CC3)cnc2O[C@@H]1CN(C)Cc1ccccn1	-2	18	10	13	-1	0.0	5	-8
COc1ccc(C(=O)CNc2ccc(C)cc2C)cc1	nt	2	-5	nt	-4	0.0	-6	nt
O=C1CCC(C(=O)OCc2nnc(-c3ccccc3)o2)=NN1	5	-2	-5	nt	-2	0.0	7	nt
COc1cccc(C(=O)CC(=O)C(=O)Nc2ccc([N+](=O)[O-])cc2C)c1	1	-1	4	3	2	0.0	25	-3
COCCN(CC(=O)Nc1cccc(C)c1C)C(=O)Cn1cnc2ccccc2c1=O	1	-3	4	-1	15	0.3	16	2

Marked active in LGR2 antag, of those listed so far:
mol	S100A4 MyoIIA	SIRT5 block	ERAP1 inh	LGR2 antag	PGC1a acetyl inh
C=C1CC(Cn2cc(Br)c(=O)[nH]c2=O)(c2ccc(-c3ccccc3)cc2)OC1=O (stereo not drawn)	-4	-4	1	76*	nt

5 entries from above, ordered by molar mass, low to high:
SMILES	Cneo AK release	S100A4 MyoIIA	SIRT5 block	Statin myotox sup	ERAP1 inh	XiGFP reactiv	LGR2 antag	PGC1a acetyl inh
O=[N+]([O-])c1ccc(-c2nnc(CNC3CCCC3)o2)cc1	4	-3	2	-7	18	-0.2	-25	15
COc1cc(Br)c(CC(=O)NC2CC2)cc1OC	-1	-1	-21	6	-4	0.0	13	nt
CCOC(=O)C1=C(N)OC(CCl)=C(C#N)C1c1ccsc1 (stereo not drawn)	0	nt	nt	nt	nt	0.3	1	-18
O=C(CN1CCCC1)N1c2ccccc2Sc2ccc(Cl)cc21	-1	5	1	2	0	0.4	-4	nt
COCCN(CC(=O)Nc1cccc(C)c1C)C(=O)Cn1cnc2ccccc2c1=O	1	-3	4	-1	15	0.3	16	2

Source: PubChem
